Screening data from PubChem.
Cav3 T inh: Cav3.2 calcium influx blockers – cell-based, Fluo-4 calcium fluorescence, FDSS, MLSMR library, primary screen. Cav3.2-expressing cells; stronger effect = lower value. AID 449739, 2010. actives 4% (n = 100,000). Voltage-dependent T-type calcium channel subunit alpha-1H (Homo sapiens), O95180. B-score at 10 µM;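 active = single-dose well whose peak fluorescence ratio is a statistical outlier from its plate by either plate-standardised score or position-corrected B-score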
Active calls of the source: *. These rows are one share of the data. The share of hits here may be higher or lower than overall.

Cav3 T inh	canonical_smiles
0.0038	O=c1[nH]c(CO)nc2c1oc1ccccc12
-0.33	COC(=O)C1=C(C)NC(C)=C(C(=O)OC)C1C(=O)OCCN1C(=O)c2ccccc2C1=O
0.32	O=C(Nc1cccc(C(F)(F)F)c1)C1CCCCC1
-1.3	Cc1cc(NC(=O)Nc2cccc(C(F)(F)F)c2)no1
0.5	CCNC(=O)NC(=O)C(C)Oc1ccc(C(=O)OC)cc1 (stereo not given)
0.57	C/C=C/c1ccc(OCCCn2cncn2)c(OC)c1
-0.98	Cn1c(CS(=O)Cc2c(Cl)cccc2Cl)nnc1SCc1c(Cl)cccc1Cl (stereo not given)
-0.11	CC(C)CN(C(=O)COC(=O)c1cc2ccccc2oc1=O)C1CCS(=O)(=O)C1 (stereo not given)
-0.65	O=C(O)c1cc(S(=O)(=O)N2CCCC2)ccc1Br
0.0086	O=c1c2ccccc2oc2cc(-c3ccc4[nH]ccc4c3)ccc12
-2.4	O=C(c1ccc2ccccc2c1)N1CCN(c2ccccc2)CC1
-0.67	NC(=O)C1(NC(=O)[C@@H]2CC3(CC(c4cccc(NC(=O)[C@@H]5CCC(=O)N5)c4)=NO3)CN2C(=O)Cc2ccc(C(F)(F)F)cc2)CC1 (stereo not given in full)
-0.47	O=C1CC(c2ccc(O)c(O)c2)Oc2c1ccc(O)c2O (stereo not given)
-0.26	CN(Cc1ccccc1)C(=O)c1ccc2c(c1)OCCO2
1.1	COc1ccc(N2C(=O)c3cccc4cccc(c34)C2=O)nn1
-0.37	COc1ccc(-c2cc(C(F)(F)F)c3c(=O)n(-c4ccccc4)[nH]c3n2)cc1
-0.33	O=C(CN(C(=O)CNS(=O)(=O)c1ccccc1)C1CCCC1)NCc1ccco1
0.12	C=C(C)CN=c1scc(C)n1/N=C/c1ccco1
-2	CC(C)CC(C(=O)O)N(Cc1ccccc1)Cc1ccccc1 (stereo not given)
2.4	COc1ccc(C(OC(=O)c2cccs2)C(=O)NCC2CCCO2)cc1 (stereo not given)
0.71	CCCC(c1nnnn1Cc1ccco1)N1CCN(C(=O)c2ccco2)CC1 (stereo not given)
-1.1	C=CCCCCCCCCC(=O)NNC1=CC(=O)CC(C)(C)C1
-1.1	CC1CCCC(NC(=O)COC(=O)c2cc(S(=O)(=O)N3CCCCC3)ccc2N2CCOCC2)C1C (stereo not given)
-1.1	COc1cccc(OCc2nnc(SCC(=O)OC3CCCCC3)n2C)c1
5.8e-06	Cc1ccccc1NC(=O)CSc1nnnn1C
-1.4	Clc1ccc(CSc2ncccn2)cc1
0.67	O=C(CCN1C(=O)C2CC=C(Cl)CC2C1=O)NCc1ccco1 (stereo not given)
-0.53	Cc1nc(Sc2nnnn2-c2ccccc2)c(C#N)c(C)c1C
0.66	COC(=O)c1ccc(S(=O)(=O)NCCSc2nnc3c4ccccc4n(C)c3n2)cc1
-1.6	c1ccc(C(Cc2nc(-c3ccccn3)no2)c2ccccc2)cc1
-0.025	COc1ccccc1-c1noc(-c2ccccc2C(=O)Nc2ccccc2)n1
-1.3	CN(NC(=O)c1cccc(Cl)c1)c1nc(-c2ccccc2)nnc1C(F)(F)F
0.09	C=C(C)c1cccc(C(C)(C)NC(=O)NCCCN2CCCC2=O)c1
0.062	Cn1c(SCC(N)=O)nnc1-c1ccccc1
-1.4	Cc1ccc(C)c(S(=O)(=O)Nc2ccccc2C(=O)Nc2cc(C)on2)c1
0.33	O=C(O)c1ccc(Cl)c2c1C1C=CCC1C(c1ccccn1)N2 (stereo not given)
0.81	Cc1ccc(-c2nc(CSCC(=O)N3CCN(C(=O)c4ccco4)CC3)c(C)o2)cc1
0.00083	CCCOc1ccc(CC(CC(=O)O)(C(=O)O)C(=O)O)cc1
0.79	O=C(NCc1ccncc1)c1cccc(F)c1
0.85	CCn1c(C(O)c2ccccc2)nc2ccccc21 (stereo not given)
-0.074	CCc1cccc(NS(=O)(=O)c2c(C)n[nH]c2C)c1
0.81	O=C(NC1CCCCC1)C1CC(=O)N(c2ccc(Cl)cc2)C1 (stereo not given)
0.23	COCCCNC(=O)C1CC(=O)N(c2ccc(C)cc2)C1 (stereo not given)
-1.6	Cc1c(C(=O)N2CCCc3ccccc32)oc2ccc(S(=O)(=O)N3CCOCC3)cc12
-0.24	Cc1ccc(-c2cc(C(=O)NCc3cccs3)no2)cc1
0.78	CCCC(=O)Nc1ccc(Br)cn1
-0.014	CC12CS(=O)(=O)CC1SC(=S)N2c1ccccn1 (stereo not given)
-1.1	Cc1cc(/C=N/n2cnnc2)c(C)n1-c1cc(Cl)ccc1Cl
-0.033	Cc1ccccc1-n1c(SCc2c(C)noc2C)nnc1-c1ccncc1
1.3	O=c1[nH]c2ccc(Cl)cc2c(O)c1-c1ccccc1
-0.5	CCCCCCNC(=O)c1c(O)c2ccccc2[nH]c1=O
-1.5	Cc1ccccc1S(=O)(=O)Cc1ccc(C(=O)NC(C)c2ccc3c(c2)OCCO3)o1 (stereo not given)
-1.4	CCOC(=O)Cc1csc(NC(=S)NC(=O)c2ccccc2C)n1
-0.22	CCOC(=O)c1sc(C)c(C(=O)NC2CCCCC2)c1N
-0.13	O=C(NCCn1ccc2ccccc21)C1CCCCC1
0.6	CC(Sc1nnc(NC(=O)c2cc3ccccc3oc2=O)s1)c1ccccc1 (stereo not given)

Later entries
Cav3 T inh	canonical_smiles
-1.1	CCOc1cc(C(=O)Nc2ccc3c4c(cccc24)C(=O)N3CC)cc(OCC)c1OCC
1.1	Cc1ccc(NC(=O)CN(C)Cc2nc3ccccc3c(=O)[nH]2)c(Br)c1
0.027	O=C(NNS(=O)(=O)c1ccccc1)c1ccncc1
0.19	CN1CCc2c(sc3c2C(=O)NC(c2ccc4c(c2)OCO4)N3)C1 (stereo not given)
0.38	O=C(O)CC1C(=O)NCCN1Cc1ccc(F)c(F)c1 (stereo not given)
-1.4	COc1cc(/C=N/NC(=O)Nc2ccccc2)ccc1OCCOc1ccccc1C
0.36	C/C=C/c1ccc(OCCCNC)c(OC)c1
1.4	NC(=O)CSc1nnc(-c2cnccn2)n1-c1ccccc1
-0.022	CC(C)Cc1nnc(NC(=O)c2ccncc2)s1
0.64	Cc1ccc(C)n1-c1ccc(-n2cnnn2)cc1
0.27	CCc1c(C)sc2nc(C(C)C)nc(SCC(=O)N3CCc4ccccc4C3)c12
0.61	Cc1nn(-c2cc(N3CCCC3)ccc2[N+](=O)[O-])c(=O)c2ccccc12
0.019	CC(C)C(=O)Nc1nnc(SCC(=O)N2c3ccccc3CC2C)s1 (stereo not given)
0.019	Cc1cc(N2CCOCC2)nc2ccc(NC(=O)CCC(=O)N3CCCCC3)cc12
0.15	COc1ccc(-c2cc(C(F)(F)F)n3nc(C(=O)NCc4ccco4)cc3n2)cc1
-1.2	CCn1c(CSCc2ccc(F)cc2)nnc1SCC(=O)NCc1ccccc1
0.32	C=CCNC(=O)CCCOc1cccc(C)c1
0.35	CC(C)Sc1ncnc2c1oc1ccccc12
-1.4	COc1ccc(NC(=O)Cn2nnc(-c3ccccc3N)n2)cc1OC
0.81	NC(=O)COC(=O)CCCc1c[nH]c2ccccc12
-0.94	CCc1ccc(NC2=NCC(=O)N2Cc2ccc3c(c2)OCO3)cc1
0.53	CCN1CCN(C(c2ccc(OC)cc2)C(O)C(=O)c2c[nH]c3ccccc23)CC1 (stereo not given)
-1.7	Cc1cc(NC(=O)CSc2nnc(-c3ccc(S(=O)(=O)N4CCCC4)cc3)n2C)no1
-0.31	O=C(NCc1ccccc1)c1nc2c(nnn2Cc2cccc(Cl)c2)c(=O)[nH]1
-4.7	Cc1cc(N2CCCCC2)nc(SCc2ccc(C#N)cc2)n1
0.33	O=C(O)/C=C/c1ccccc1Oc1ccccc1
0.32	NC(=O)c1c(NC(=O)CSc2nc3c(c(C(F)(F)F)n2)CCc2ccccc2-3)sc2c1CCCC2
-9*	COC(=O)C(NC(=O)c1ccc(OC)cc1)(Nc1ncc(S(=O)(=O)c2ccc([N+](=O)[O-])cc2)s1)C(F)(F)F (stereo not given)
0.16	O=C(CSc1nc2c(c(=O)n1-c1ccc(F)cc1)SCC2)NCC1CCCO1 (stereo not given)
1.2	COc1ccccc1N(CC(=O)NC1CCCCC1)S(C)(=O)=O
0.32	CCOCCCNC(=O)C(NC(=O)c1ccccn1)c1ccc(C)cc1 (stereo not given)
0.1	COC(=O)[C@@]1(Cc2ccc(OC)cc2)[C@@H]2[C@@H](CC(=O)[C@H]2CC(=O)C(=O)N(C)C)CN1C(=O)c1ccccc1
0.81	O=C(NCC1CCCO1)c1c(O)c2cccc3c2n(c1=O)CC3 (stereo not given)
0.26	CCn1c(Sc2nc(C)nc3scc(-c4cccs4)c23)n[nH]c1=O
0.23	CCO[C@H]1OC(C(=O)N2CCN(Cc3ccccc3)CC2)=C[C@@H](C2CCCCC2)[C@@H]1CCCO
0.47	CNC(=O)CN(Cc1ccccc1)S(=O)(=O)c1ccccc1
0.25	COc1cc(/C=N/n2cnnc2)ccc1OCc1ccccc1
0.087	CCN(CC)CCOC(=O)C1(c2ccc(OC)c(OC)c2)CCCC1
-5.6*	Cc1ccc(C(=O)CC2(O)C(=O)N(Cc3ccccc3Cl)c3ccccc32)o1 (stereo not given)
0.46	CCOC(=O)c1sc(=NC(=O)c2ccc(S(=O)(=O)N3CC(C)OC(C)C3)cc2)n(C)c1C (stereo not given)
-2	Cc1ccc2cc(C#N)c(N3CCCN(C(=O)C4CCCO4)CC3)nc2c1C (stereo not given)
-0.78	COc1ccc2c(c1)O[C@H](c1ccc3c(c1)OCO3)[C@@H](OC(=O)N[C@H]1CCCc3ccccc31)C2=O
0.24	O=C(CSc1nc(-c2cccs2)cc(C(F)(F)F)n1)NCCCn1ccnc1
-0.67	CCOC(=O)Cn1c(C)nc2ccccc21
-6.8*	Cc1c(C)n(CC(O)CN2C(=O)c3ccccc3S2(=O)=O)c2ccccc12 (stereo not given)
0.32	Nn1c(SCc2cn3ccsc3n2)nnc1-c1ccncc1
-0.34	CCCCSc1nc2c(c(C(F)(F)F)c1C#N)CCC2
0.15	CCOc1ccccc1NC(=S)/C(=C(\[O-])c1ccc2c(c1)OCCO2)[n+]1ccc(CC)cc1
-1.7	CC(=O)Nc1cccc(C(=O)/C=C/c2ccco2)c1
0.15	c1coc(-c2nnc(SCc3nc4ccccc4[nH]3)o2)c1
0.37	COc1cc(/C=c2\sc3n(c2=O)CCCN=3)ccc1O
-0.65	C=CCOC(=O)C1=C[C@@H](c2ccc(C(F)(F)F)cc2)C[C@@H](OCc2ccc(CO)cc2)O1
0.73	Nc1nncn1C(=O)CCCN1C(=O)c2ccccc2C1=O
-2.2	O=S(=O)(Nc1ccn(-c2ccccc2)n1)c1ccc(Br)cc1
0.12	O=C(O)C1=CCCNC1
0.0064	Cc1ccc(S(=O)(=O)NCc2ccc(C(=O)NCCCN3CCN(C)CC3)cc2)cc1

The list goes on.
Cav3 T inh	canonical_smiles
-3	CSc1ccc(CN(C)CC(=O)NC(=O)NC(C)(C)C)cc1
-0.0085	Cc1nc(-c2coc3cc(O)c(C)cc3c2=O)cs1
0.14	COc1ccc(S(=O)(=O)N(C(=O)C(C)C)c2ccc3oc(=O)sc3c2)cc1
1.3	Cn1c(N)c(C(=O)CNC2CCCCC2)c(=O)n(C)c1=O
-0.16	CSc1nc2sc3c(c2c(=O)[nH]1)CCC(C)C3 (stereo not given)
0.32	COc1ccc(C2C(C(=O)Nc3cccc(C)n3)c3ccccc3C(=O)N2C)cc1OC (stereo not given)
0.64	COc1ccc(NC(=O)c2ncn[nH]2)cc1
0.48	O=C1C(Cc2ccccc2)C(c2ccccc2)N1c1ccccc1 (stereo not given)
0.35	CCC(=O)Nc1sc(C(=O)N2CCCCC2)c(C)c1C#N
0.39	CCCCNS(=O)(=O)c1ccc(S(=O)(=O)NCc2ccncc2)cc1
-0.54	OC(CN1c2ccccc2Sc2ccccc21)Cn1nnc2ccccc21 (stereo not given)
0.093	O=c1[nH]c(CN2CCN(c3ccc([N+](=O)[O-])cc3)CC2)nc2ccsc12
1.3	CCCNC(=O)NC(C(=O)OC)C12CC3CC(CC(C3)C1)C2 (stereo not given)
0.15	COc1cc(NC(=O)NCc2ccncc2)cc(OC)c1OC
1.2	Fc1cnc(N2CCOCC2)nc1N1CCc2ccccc21
0.52	Cc1[nH]nc2c1C(c1ccc(F)cc1)C1=C(CC(C)(C)CC1=O)N2 (stereo not given)
-0.58	CCN(CC)CCN(Cc1cc2cc3c(cc2[nH]c1=O)OCCO3)C(=O)NC1CCCCC1

Quoted from the entries so far, 16 compounds:
Cav3 T inh	canonical_smiles
0.12	O=C(O)C1=CCCNC1
0.0064	Cc1ccc(S(=O)(=O)NCc2ccc(C(=O)NCCCN3CCN(C)CC3)cc2)cc1
-3	CSc1ccc(CN(C)CC(=O)NC(=O)NC(C)(C)C)cc1
-0.0085	Cc1nc(-c2coc3cc(O)c(C)cc3c2=O)cs1
0.14	COc1ccc(S(=O)(=O)N(C(=O)C(C)C)c2ccc3oc(=O)sc3c2)cc1
1.3	Cn1c(N)c(C(=O)CNC2CCCCC2)c(=O)n(C)c1=O
-0.16	CSc1nc2sc3c(c2c(=O)[nH]1)CCC(C)C3 (stereo not given)
0.32	COc1ccc(C2C(C(=O)Nc3cccc(C)n3)c3ccccc3C(=O)N2C)cc1OC (stereo not given)
0.64	COc1ccc(NC(=O)c2ncn[nH]2)cc1
0.48	O=C1C(Cc2ccccc2)C(c2ccccc2)N1c1ccccc1 (stereo not given)
0.35	CCC(=O)Nc1sc(C(=O)N2CCCCC2)c(C)c1C#N
0.39	CCCCNS(=O)(=O)c1ccc(S(=O)(=O)NCc2ccncc2)cc1
-0.54	OC(CN1c2ccccc2Sc2ccccc21)Cn1nnc2ccccc21 (stereo not given)
0.093	O=c1[nH]c(CN2CCN(c3ccc([N+](=O)[O-])cc3)CC2)nc2ccsc12
1.3	CCCNC(=O)NC(C(=O)OC)C12CC3CC(CC(C3)C1)C2 (stereo not given)
0.15	COc1cc(NC(=O)NCc2ccncc2)cc(OC)c1OC
